NR3A LBD binder: binders of NR3A ligand-binding domain, primary screen, biophysical, differential scanning fluorimetry, uHTS; Glutamate receptor ionotropic, NMDA 3A (GRIN3A) ligand-binding domain; NR3A LBD differential scanning fluorimetry, Tm shift; 0% = protein alone, 100% = glycine-bound protein; Tm shift relative to glycine control, % at 25 µM; 340,000 compounds, 2.5% hits;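 active = melting temperature shift of at least 10% of the positive control shift, at one fixed dose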
ATG4B inhibitor: ATG4B protease inhibitors, primary screen, biochemical, fluorescence, uHTS; Cysteine protease ATG4B (Homo sapiens), Q9Y4P1; ATG4B cleavage of LC3-PLA2, NBD-HPC fluorescence, 1 h; inhibition, % at 8.33 µM; 340,000 compounds, 0.51% hits; in the data active = inhibition above about 40%
Target sequence (Q9Y4P1 whole entry, looked up): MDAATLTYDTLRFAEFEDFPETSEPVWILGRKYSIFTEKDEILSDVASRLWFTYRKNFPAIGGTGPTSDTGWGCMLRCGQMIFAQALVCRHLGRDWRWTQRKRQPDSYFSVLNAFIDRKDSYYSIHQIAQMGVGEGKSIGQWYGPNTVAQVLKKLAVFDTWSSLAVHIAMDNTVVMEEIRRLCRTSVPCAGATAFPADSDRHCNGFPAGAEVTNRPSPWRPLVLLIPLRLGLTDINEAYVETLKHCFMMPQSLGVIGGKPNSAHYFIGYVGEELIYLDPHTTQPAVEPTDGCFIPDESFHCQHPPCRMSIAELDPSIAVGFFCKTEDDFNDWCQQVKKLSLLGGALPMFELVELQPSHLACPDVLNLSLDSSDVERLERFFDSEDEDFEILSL
PfGluPho inh: PfG6PD enzyme inhibitors, primary screen, biochemical, fluorescence intensity, uHTS | glucose-6-phosphate dehydrogenase-6-phosphogluconolactonase (Plasmodium falciparum 3D7) | PfGluPho enzyme, NADPH resazurin-diaphorase fluorescence | inhibition, % at 20 µM | 350,000 compounds, 0.78% hits;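 active = inhibition reaching at least a set limit at 20 µM in the primary screen, cut at about 59% in these data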;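 also: 0% = DMSO wells with substrate and 100% = DMSO wells lacking glucose-6-phosphate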
SENP8 inh: human SENP8 protease inhibitors, primary screen, biochemical, fluorescence, Nedd8 protein substrate, uHTS; Sentrin-specific protease 8 (Homo sapiens), Q96LD8; recombinant SENP8; inhibition, % at 20 µM; 360,000 compounds, 0.64% hits; AID 602440, 2012; in the data active = inhibition mostly above about 40%, no sharp cut-off; inactive = mostly below about 27%
Target sequence (Q96LD8 whole entry, looked up): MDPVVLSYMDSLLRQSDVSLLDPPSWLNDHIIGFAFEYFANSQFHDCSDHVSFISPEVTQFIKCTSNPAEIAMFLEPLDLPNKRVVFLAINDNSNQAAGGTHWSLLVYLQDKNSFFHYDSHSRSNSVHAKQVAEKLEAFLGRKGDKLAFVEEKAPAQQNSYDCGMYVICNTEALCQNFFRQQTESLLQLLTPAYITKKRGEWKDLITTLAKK
SENP6 inh: SENP6 protease inhibitors, primary screen, biochemical, luminescence, uHTS | Recombinant SENP6 catalytic domain, aminoluciferin luminescence | inhibition, % at 10 µM | 330,000 compounds, 1.8% hits;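 active = inhibition above about 50% at the single tested dose, limit read from the data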;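 also: plate controls were DMSO wells with enzyme for no effect and DMSO wells lacking enzyme for full effect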
Target sequence (Q9GZR1 628-1112 limits assumed): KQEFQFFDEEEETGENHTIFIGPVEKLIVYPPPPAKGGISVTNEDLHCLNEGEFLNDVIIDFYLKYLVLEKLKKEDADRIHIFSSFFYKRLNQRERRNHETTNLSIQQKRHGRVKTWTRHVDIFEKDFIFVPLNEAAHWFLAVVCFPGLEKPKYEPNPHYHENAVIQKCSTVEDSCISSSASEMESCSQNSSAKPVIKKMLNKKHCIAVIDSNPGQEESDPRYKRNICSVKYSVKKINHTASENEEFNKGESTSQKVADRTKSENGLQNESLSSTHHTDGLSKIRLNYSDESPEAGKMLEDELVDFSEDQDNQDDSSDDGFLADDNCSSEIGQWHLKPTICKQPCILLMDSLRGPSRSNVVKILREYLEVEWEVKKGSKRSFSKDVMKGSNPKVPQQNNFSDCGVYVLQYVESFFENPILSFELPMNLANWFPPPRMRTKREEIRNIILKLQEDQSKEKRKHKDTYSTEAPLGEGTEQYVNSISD
SENP7 block: SENP7 protease inhibitors, primary screen, biochemical, luminescence, uHTS | Sentrin-specific protease 7 (Homo sapiens), Q9BQF6 | recombinant SENP7, Z-RLRGG-aminoluciferin luminescence, 40 min | inhibition, % at 5 µM | 330,000 compounds, 1.5% hits;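 active = inhibition above about 50% at the single test dose, limit read from the data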;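 also: plate controls were DMSO with enzyme for no effect and no enzyme buffer wells for full effect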
HKDC1 inhibitor: HKDC1 hexokinase inhibitors, primary screen, biochemical, fluorescence, uHTS; Q2TB90; recombinant HKDC1, G6PDH/diaphorase resazurin coupled fluorescence; inhibition, % at 20 µM; 340,000 compounds, 0.16% hits;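 active = inhibition above about 35% when tested at 20 µM, limit read from the data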;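 also: plate controls were DMSO wells with enzyme for no effect and DMSO wells lacking enzyme for full effect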
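Assay system: in-house recombinant HK5 (HKDC1) enzyme. Input: HKDC1 at 5 µg/mL. Medium: Tris pH 8.0 buffer with MgCl2, Tween-20, BSA, BME. Dosing: single 20 µM dose. Schedule: 90 min reaction incubation at room temperature, dark. Signal: resazurin-to-resorufin fluorescence via G6PDH and diaphorase coupling, 525/613 nm. Controls: DMSO-enzyme wells negative, buffer-substituted wells positive.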
MPTP inh: mitochondrial permeability transition pore inhibitors, primary screen, biochemical, isolated mouse mitochondria, absorbance | Ca2+ swelling absorbance, 30 min | inhibition, % at 10 µM | 360,000 compounds, 1.4% hits;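 active = inhibition of 50% or more, scaled per plate between neutral and stimulator controls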;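 also: 0% = DMSO wells given calcium and 100% = 1 mM EGTA wells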
Starred values were filed as active, the others as inactive; . = no result given.

SMILES	NR3A LBD binder	ATG4B inhibitor	PfGluPho inh	SENP8 inh	SENP6 inh	SENP7 block	HKDC1 inhibitor	MPTP inh
COc1cc2cc(CN(CCc3ccccc3C)C(=S)NCCCN(C)C)c(=O)[nH]c2cc1OC	-0.6	-14.6	37.9	-433.3	-20.2	-15.0	-4.8	-1.7
COc1ccc(N(CC(=O)Nc2cc(OC)cc(OC)c2)S(=O)(=O)c2c(C)n[nH]c2C)cc1	-5.9	-2.7	-15.2	10.7	-4.2	-18.9	-1.8	-0.4
CCC(CC)C(=O)NCCc1ccc(OC)c(OC)c1	-0.9	-1.8	-9.3	4.0	-1.8	-2.6	-2.6	-0.7
CCOC(=O)CCc1c(C)n[nH]c1C	1.4	-7.9	-4.0	27.3	-3.5	11.4	-9.8	-0.5
O=C(O)c1ccccc1C(=O)N1CCN(c2cccc(Cl)c2)CC1	-1.8	-10.2	-9.3	21.1	6.1	1.1	-1.3	0.8
COC(=O)C1=C(C)N(Cc2ccco2)C(=O)N[C@@H]1c1ccc(Br)cc1	-2.9	1.9	-2.9	3.5	-6.4	5.6	3.3	0.2
COc1ccc(-c2nc(CSCC(=O)N3CCc4ccccc43)c(C)o2)cc1OC	-1.1	2.9	1.8	30.5	4.5	3.8	-7.9	5.3
CCc1ccc(-n2c(SCC(=O)NC3CCS(=O)(=O)C3)nc3ccccc3c2=O)cc1 (configuration not stated)	2.6	5.1	4.7	-2.2	3.9	1.0	-3.3	-1.2
CCCCNC(=O)N1CCN(c2ncccn2)CC1	-5.6	5.4	-15.3	2.4	5.6	-3.7	0.8	-1.3
O=C(c1cn(-c2ccccc2)nc1-c1cccnc1)N1CCCC(C(F)(F)F)C1 (configuration not stated)	-0.5	-1.4	0.7	0.9	-16.9	5.0	1.9	-1.1
COCCN1C(=O)C(=O)/C(=C(/O)c2cccc(OC)c2)C1c1ccc(C)o1 (configuration not stated)	2.4	-11.2	4.0	20.2	-14.5	-5.3	-0.4	-1.5
Cc1ccccc1-n1c(=O)cc(N2CCCCCC2)[nH]c1=O	-0.5	3.1	-3.2	21.7	-0.1	-4.9	-2.6	4.1
COc1ccc(NC(=O)Nc2cccc(C(F)(F)F)c2)cn1	26.0*	-8.3	13.2	6.2	-6.1	-5.4	13.2	100.0*
CCCC(=O)N1CCN(c2ccc(NC(=O)c3ccc4c(c3)OCCO4)cc2)CC1	-3.0	-3.2	5.2	-2.4	25.7	-6.9	-6.3	-0.2
CC(C)(C)NC(=O)C[C@H]1C[C@H](C(=O)N2CCOCC2)[C@@]2(C)c3[nH]c4ccc(Cl)cc4c3CCN2C1=O	1.6	-11.5	4.6	6.1	.	2.6	-3.3	1.7
Cn1ncc([N+](=O)[O-])c1C(=O)Nc1ccccc1	-0.7	-4.3	1.6	5.3	11.7	7.2	-2.4	0.6
CC(C)CC(=O)Nc1ccccc1-c1nnn(CC(=O)N2CCOCC2)n1	2.2	-13.6	10.8	7.6	13.3	2.4	0.7	-0.5
CCC(CO)Oc1cc(NC(=O)c2ccc(OC)cc2)c2ncn(C(C)C)c2c1 (configuration not stated)	-2.4	-7.9	5.8	24.1	-2.5	8.9	14.0	0.6
COc1ccc(S(=O)(=O)NCCN2CCNC2=O)cc1OC	-0.5	19.2	-13.1	22.8	-9.7	-0.5	-3.2	-1.1
CC(/C=N/O)Cc1ccc2c(c1)OCO2 (configuration not stated)	1.0	-6.7	-8.2	20.9	-2.6	7.0	2.9	-2.4
COc1ccc(Cl)cc1NC(=O)COC(=O)CCNS(=O)(=O)c1cccs1	-10.8	-3.5	19.6	1.6	-2.0	-3.0	-0.2	-3.2
Cc1ccc(NC(=O)Cn2c(=S)[nH]c3ccccc32)cc1	1.4	-5.0	38.8	11.6	-2.5	-8.9	0.5	-0.6
Cn1c(=O)c2c(ncn2CC(O)CO)n(C)c1=O (configuration not stated)	1.8	-4.2	-8.2	-1.0	8.9	-1.1	-1.8	-2.9
COc1ccc(C(C#N)N2N=C(C)CC2(C)C)cc1 (configuration not stated)	1.0	-7.7	3.4	22.5	-11.2	7.3	-2.0	-1.5
COc1ccc(C(C)C)cc1S(=O)(=O)Nc1ncn[nH]1	-0.1	-13.5	-9.5	9.2	-21.0	0.6	-3.5	-0.4
CCN(CC)C(=O)CSc1nnc2nnc3cc(OC)ccc3n12	-2.1	-1.7	12.9	10.7	2.7	7.7	5.6	1.0
Cn1c2c(c(=O)n(C)c1=O)C(c1ccccc1Cl)CC(=O)N2 (configuration not stated)	0.0	0.8	-8.3	3.6	-3.1	0.7	-4.5	-0.7
Cc1cc(C)c(NC(=O)COC(=O)c2ccncc2)c(C)c1	1.2	-10.4	0.4	12.3	9.9	3.7	-7.8	0.2
COCc1cc(C(C)=O)ccc1OC	0.0	-6.8	-17.2	11.7	-24.9	0.8	-6.0	-1.1
Cn1c(SCC(=O)NNC(=O)Nc2ccccc2)nnc1-c1ccccc1	-0.2	-7.1	-10.2	4.3	-1.3	-1.8	-5.1	0.8
Cc1c(NC(=O)c2cc3ccccc3c(=O)s2)c(=O)n(-c2ccccc2)n1C	0.4	0.8	-6.5	22.1	-5.5	-2.0	-5.0	-0.8
COc1cc(C2NC(=O)CCC2[N+](=O)[O-])cc(Br)c1OC (configuration not stated)	0.6	7.8	-5.7	10.0	5.4	4.6	0.9	0.8
Cc1ccc(-c2nnc(CCC(=O)NCc3csc(C)n3)o2)s1	0.5	4.5	-0.1	10.9	-25.6	2.8	-5.5	1.9
Cc1ccc(NC(=O)NC2CCN(CC(=O)Nc3nccs3)CC2)cc1	-0.3	-7.0	-0.4	8.5	0.5	-3.0	2.9	1.5
CCOC(=O)N1CCC(NC(=O)CCC(=O)N2CC(C)Oc3ccc(Cl)cc32)CC1 (configuration not stated)	0.4	-3.9	4.8	22.3	3.1	4.8	-0.2	-1.0
N#Cc1cc(C(=O)c2cc(Cl)ccc2O)cn(CC2CCCO2)c1=O (configuration not stated)	-0.2	-5.0	-8.3	-3.8	-6.3	-4.9	-2.9	-0.5
CCC(C)(C)n1nnnc1CN1CCN(C(c2ccccc2)c2ccccc2)CC1	1.4	-14.8	20.8	-3.9	-1.0	1.2	6.6	0.3
CSc1ccc(/C=N/n2c(C)nnc2C)cc1	-1.4	-1.4	-13.7	-52.5	-6.7	-2.3	-3.7	-0.6
N#Cc1c(N)nc2c(c1-c1ccccc1)CCC2	-3.4	-4.4	-5.9	-379.2	-11.8	4.6	16.3	-1.1
Cc1csc(SCC(=O)NC(C)C2CC3CCC2C3)n1 (configuration not stated)	3.2	-11.6	8.7	1.0	-5.6	-3.0	-4.1	-1.5
NC(N)=NC(N)=Nc1ccc(O)cc1	1.8	-0.5	3.4	17.2	7.4	-7.9	1.2	0.1
CCOC(=O)C1CCCN(C(=O)COc2ccc(N(C)S(=O)(=O)c3ccc(C)cc3)cc2)C1 (configuration not stated)	0.8	-2.9	12.8	6.6	18.0	1.6	0.5	6.9
CCc1ccc(CN(C)C(=O)C2CCC(=O)N(CCc3ccc(OC)cc3)C2)nc1 (configuration not stated)	-1.6	-0.7	-7.1	-11.7	-1.1	18.4	-3.7	-0.1
O=C1OC(/C(=C\NCc2ccccc2)[N+](=O)[O-])c2ccccc21 (configuration not stated)	-2.5	-3.8	-10.0	23.1	0.9	-8.6	-1.8	-0.4
COC(=O)CSc1nc2c(c(C3CC=CCC3)c1C#N)CCC2 (configuration not stated)	0.9	1.5	-38.4	-13.6	11.1	-7.8	2.0	-6.5

Whole records as entered above. Screens in order: NR3A LBD binder | ATG4B inhibitor | PfGluPho inh | SENP8 inh | SENP6 inh | SENP7 block | HKDC1 inhibitor | MPTP inh
`O=C1OC(/C(=C\NCc2ccccc2)[N+](=O)[O-])c2ccccc21` (configuration not stated) as listed: -2.5 | -3.8 | -10.0 | 23.1 | 0.9 | -8.6 | -1.8 | -0.4
`COc1ccc(Cl)cc1NC(=O)COC(=O)CCNS(=O)(=O)c1cccs1` as listed: -10.8 | -3.5 | 19.6 | 1.6 | -2.0 | -3.0 | -0.2 | -3.2
`Cn1c2c(c(=O)n(C)c1=O)C(c1ccccc1Cl)CC(=O)N2` (configuration not stated) as listed: 0.0 | 0.8 | -8.3 | 3.6 | -3.1 | 0.7 | -4.5 | -0.7
`CCCCNC(=O)N1CCN(c2ncccn2)CC1` as listed: -5.6 | 5.4 | -15.3 | 2.4 | 5.6 | -3.7 | 0.8 | -1.3
`Cc1ccccc1-n1c(=O)cc(N2CCCCCC2)[nH]c1=O` as listed: -0.5 | 3.1 | -3.2 | 21.7 | -0.1 | -4.9 | -2.6 | 4.1

Later entries.
SMILES	NR3A LBD binder	ATG4B inhibitor	PfGluPho inh	SENP8 inh	SENP6 inh	SENP7 block	HKDC1 inhibitor	MPTP inh
COc1ccccc1OCCC(=O)NNC(=O)c1ccccc1F	-0.4	1.9	3.4	12.8	-5.9	-9.5	-3.5	-1.0
O=S(=O)(c1cc(F)ccc1F)N1CCN(c2ncccn2)CC1	0.1	-2.7	-4.7	-10.6	-2.3	-11.3	1.5	0.3
CN(Cc1cccc(F)c1)C(=O)CNS(=O)(=O)c1ccc2ccccc2c1	-0.6	-3.8	-0.8	8.9	-0.9	2.1	-7.9	1.1
CC(C)(C)C(=O)CN1C2=NCCN2c2ccccc21	-1.0	3.7	-17.6	10.1	-9.2	5.2	9.7	-0.5
O=C(Nc1cccc(Cl)c1Cl)C1CCN(C(=O)c2cccs2)CC1	4.0	1.7	7.8	8.9	-27.0	-6.2	-4.8	-1.2
Nc1ncnc2c1ncn2[C@@H]1O[C@H](CNC(=O)[C@@H](N)CO)[C@@H](O)[C@H]1O	-0.2	2.5	12.3	8.3	.	2.0	-2.8	-1.0
CC1(c2ccc3ccccc3c2)NC(=O)NC1=O (configuration not stated)	-0.4	0.3	18.9	10.5	-8.4	-2.8	1.6	0.6
O=C(Cc1ccccc1[N+](=O)[O-])OCC(=O)c1c[nH]c2ccccc12	-3.0	6.1	21.6	7.8	-10.9	3.5	-2.7	-0.8
COc1ccccc1OCCNC(=O)C1CCCCC1	1.2	0.3	-11.3	1.8	-3.0	-7.3	-3.8	-0.8
CCOC(=O)c1cncc(C#CCO)c1	3.4	10.0	-5.4	11.5	-17.6	-4.9	-7.8	1.4
Cc1nc2sc(C(c3ccc(Br)cc3)N3CC(C)OC(C)C3)c(O)n2n1 (configuration not stated)	1.0	-19.4	-12.6	13.5	-6.4	5.0	-2.9	-0.3
CC(C)(C)c1ccccc1OCC(O)CN1CCN(c2ccccn2)CC1 (configuration not stated)	0.7	3.9	13.3	12.5	6.7	4.9	0.8	-1.3
O=C(NCc1ccco1)c1ccc2c(=O)n(CCC3=CCCCC3)c(=O)[nH]c2c1	-0.3	-7.8	-9.1	-51.5	5.1	-10.7	-4.8	0.8
CCOC(=O)c1cc2oc(C(c3nnnn3C3CCCCC3)N3CCOCC3)cc2[nH]1 (configuration not stated)	-0.1	-16.7	-0.5	-1.3	-9.1	-1.0	-1.3	0.6
Oc1ccc(/C=N/Nc2cccc3cccnc23)c(O)c1	31.7*	-5.6	38.5	-22.3	88.6*	77.3*	-1.9	1.5
CC(=O)N1CCN(C(=O)CNC(=O)c2ccc(C)s2)CC1	-1.0	-3.2	-3.8	-4.6	.	.	-6.5	-1.2
CSc1nc(N)nc(SCC(=O)c2ccc(C)cc2)c1C#N	20.0*	-2.6	-1.0	-1.6	-18.0	-5.2	-7.0	4.5

Bioassay records as filed in PubChem BioAssay.
